High-throughput results from PubChem.
UPR XBP1 act: activators of adaptive XBP1 UPR arm, primary screen, cell-based, CHO-XBP1 luciferase reporter, luminescence, uHTS; IRE1-XBP1 UPR activation; percent of tunicamycin response, DMSO as zero; activation, % at 20 µM; hit rate 0.33% among 330,000;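 active means versus positive control, 20 µM dose yields 30% or more activation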;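 further: 100% = tunicamycin at 10 µg/mL and 0% = DMSO only wells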
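Assay system: CHO-XBP1 luciferase reporter cells; Schedule: 6 h treatment, 37 °C; Detection: glow luminescence from Steady-Glo reagent; Benchmarks: high control tunicamycin 10 µg/mL final, low control DMSO vehicle only.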
UPR CHOP act: activators of apoptotic CHOP UPR arm, primary screen, cell-based, CHO-CHOP luciferase reporter, luminescence, uHTS. UPR activation; percent of tunicamycin response over DMSO baseline. activation, % at 10 µM. hit rate 0.34% among 330,000;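 active means at 10 µM dose, activation of 40% or more, normalized to positive control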;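 further: 100% = tunicamycin at 10 µg/mL and 0% = DMSO alone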
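Assay system: CHO-CHOP cells, stable luciferase reporter of PERK-eIF2a-CHOP signalling / Buffer or medium: F12 plus 10% serum / Compound dosing: one dose, 10 µM in 0.5% DMSO / Times: 6 h compound treatment, 37 °C / Technique: luciferase luminescence / Read-out: % reporter activation, DMSO baseline versus tunicamycin full activation / Benchmarks: tunicamycin and DMSO controls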
Jurkat NFkB inh: inhibitors of induced NF-kB luciferase reporter, primary screen, TCR NF-kB activation inhibitor project, cell-based, luminescence, uHTS; hit rate 0.53% among 330,000; inhibition, % at 4 µM; Jurkat, PMA/ionomycin-induced NF-kB luciferase reporter; in the data active means inhibition above about 50%
tim23-1 inh: growth inhibitors of tim23-1 mutant yeast, primary screen, luminescence, uHTS; S. cerevisiae tim23-1 growth, BacTiter-Glo luminescence, 24 h; inhibition, % at 20 µM; hit rate 1.3% among 330,000; AID 463212, 2010;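 active means growth inhibition of the mutant yeast at or above 50%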;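 further: temperature-sensitive mutant grown at 25 °C; plate controls were DMSO-treated mutant yeast for no effect and medium wells lacking yeast for full effect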
Mdm2 MdmX PPI: inhibitors of human Mdm2-MdmX association, primary screen, cell-based, luminescence, split luciferase, SaOS-2, uHTS. inhibition, % at 8 µM. hit rate 3% among 330,000. AID 485346, 2010. Protein Mdm4 (Homo sapiens) + E3 ubiquitin-protein ligase Mdm2 (Homo sapiens), …. SaOS-2 split-luciferase Mdm2/MdmX complementation;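 active means inhibition of at least 50% at 8 µM in the primary screen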
Target sequence (O15151 whole entry, looked up): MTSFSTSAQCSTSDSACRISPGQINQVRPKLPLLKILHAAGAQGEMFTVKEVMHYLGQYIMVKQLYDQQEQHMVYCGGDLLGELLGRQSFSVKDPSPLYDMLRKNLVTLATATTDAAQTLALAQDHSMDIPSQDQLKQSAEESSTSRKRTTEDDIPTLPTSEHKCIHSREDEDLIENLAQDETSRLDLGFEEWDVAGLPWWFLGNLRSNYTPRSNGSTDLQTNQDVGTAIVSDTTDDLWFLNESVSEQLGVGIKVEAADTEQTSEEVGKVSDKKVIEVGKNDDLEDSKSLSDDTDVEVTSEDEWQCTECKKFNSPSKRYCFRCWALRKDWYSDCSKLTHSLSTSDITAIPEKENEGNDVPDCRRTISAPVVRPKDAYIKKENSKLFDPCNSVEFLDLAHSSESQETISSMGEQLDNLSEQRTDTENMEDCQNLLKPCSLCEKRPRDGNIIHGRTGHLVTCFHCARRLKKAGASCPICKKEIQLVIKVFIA
Target sequence (Q00987 whole entry, looked up): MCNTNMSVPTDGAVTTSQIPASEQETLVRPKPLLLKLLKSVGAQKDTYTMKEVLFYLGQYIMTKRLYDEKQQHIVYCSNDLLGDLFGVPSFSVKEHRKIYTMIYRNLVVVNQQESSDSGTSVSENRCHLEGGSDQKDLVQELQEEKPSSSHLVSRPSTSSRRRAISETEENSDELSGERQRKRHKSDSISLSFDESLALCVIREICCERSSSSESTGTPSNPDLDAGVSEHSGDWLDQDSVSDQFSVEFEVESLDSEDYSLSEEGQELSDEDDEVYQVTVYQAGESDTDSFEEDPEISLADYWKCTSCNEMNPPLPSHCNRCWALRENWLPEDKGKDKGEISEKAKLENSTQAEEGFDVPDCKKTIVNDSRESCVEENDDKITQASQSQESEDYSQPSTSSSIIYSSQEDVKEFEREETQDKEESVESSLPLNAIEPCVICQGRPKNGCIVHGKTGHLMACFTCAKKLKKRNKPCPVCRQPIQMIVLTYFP
tim10-1 inh: growth inhibitors of tim10-1 mutant yeast, primary screen, luminescence, uHTS; S. cerevisiae tim10-1 ts strain growth, BacTiter-Glo, 24 h; inhibition, % at 20 µM; hit rate 2.2% among 330,000;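 active means inhibition of at least 40%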;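 further: mutant grown at 25 °C; 0% = DMSO wells with yeast and 100% = wells holding no yeast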
TIM10 inh: growth inhibitors of isogenic TIM10 control yeast, primary screen, counter-screen for tim10-1 yeast inhibitor project, luminescence, uHTS | S. cerevisiae TIM10 strain growth, BacTiter-Glo luminescence, 24 h | inhibition, % at 10 µM | hit rate 1.4% among 330,000 | AID 463195, 2010;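 active means inhibition of 40% or more at the single tested concentration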;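 further: wild-type TIM10 isogenic control strain grown at permissive 25 °C; 0% = DMSO yeast wells and 100% = minimal medium wells without yeast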
697 NFkB inh: inhibitors of PMA/ionomycin-induced NF-kB reporter, 697 cells, primary screen, B-cell NF-kB inhibitor project, cell-based, luminescence, uHTS. AID 435022, 2010. 697 B-cell NF-kB luciferase reporter, 16 h. hit rate 0.33% among 330,000. inhibition, % at 4 µM; in the data active means inhibition above about 35%
An asterisk follows results filed as active.

SMILES	UPR XBP1 act	UPR CHOP act	Jurkat NFkB inh	tim23-1 inh	Mdm2 MdmX PPI	tim10-1 inh	TIM10 inh	697 NFkB inh
Cc1sc2nc3ccc(N4CCCC4)nn3c(=O)c2c1C	1	5.4	5	8	22	4	12	5
CSc1ccc(/C=C/C(=O)NC(=O)c2ccccc2O)cc1	-7	-1.2	-77	27	-107	17	19	2
COc1ccc(Nc2nc(N)nc(CSc3nnc(C)s3)n2)cc1	1	4.0	-34	14	11	11	2	-22
CNCCOc1ccccc1OC(C)C	-4	-0.1	26	-4	-2	2	8	8
CC(=O)Nc1ccc(C(=O)NCCCSc2ccccc2)cc1	-3	1.4	5	3	8	-6	-6	3
C=CCOc1c(Br)cc(C2NC(=O)NC(C)=C2C(C)=O)cc1OCC (centres undefined)	-2	-0.8	1	-13	0	11	4	-7
CCCN1CCN(CCCNC(=S)Nc2ccc3nc(N4CCN(CC)CC4)cc(C)c3c2)CC1	-4	-2.3	-24	-76	29	-26	-35	4
CCOc1ccc(NC(=O)c2cc(C)nc3ccccc23)cc1	6	-0.6	-4	18	10	18	-1	2
COc1ccc(CNC(=O)/C=C/C(=O)O)cc1	-2	-1.1	4	-9	15	-3	-1	10
CSc1sc(-c2ccnc(SCCS(C)(=O)=O)n2)c(-c2ccccc2)c1C#N	2	2.4	11	12	11	15	20	1
Cc1ccc2c(C(=O)CN3CC(C)CC(C)C3)c(C)[nH]c2c1 (centres undefined)	2	-1.4	6	0	-20	-8	-7	-2
CCCn1nnnc1NCc1ccc(SC)cc1	-1	0.4	-3	8	-4	12	3	13
CCc1ccccc1N1C(=O)C2C3CC(=O)C(c4ccccc43)C2C1=O (centres undefined)	5	0.6	-21	12	13	17	-8	-11
Cc1cc(NC(=O)CNC(=O)C2CCCCC2)no1	-1	3.5	-8	6	-18	-10	5	1
CCN(Cc1ccccc1)CC(O)COC(c1ccc(OC)cc1)c1ccc(OC)cc1 (centres undefined)	0	-0.2	5	22	10	36	32	-1
CCOC(=O)C1CCCN(Cc2c(Cl)cccc2Cl)C1 (centres undefined)	-1	-1.3	-2	1	2	-10	4	-29
CCOC(=O)c1c(C)[nH]c(C(=O)CSc2nnc(Nc3ccccc3F)s2)c1C	-2	2.3	31	24	23	19	8	-29
COc1ccc(NC(=O)CN(C)C(=O)CCc2c[nH]c3ccccc23)cc1	1	0.7	13	13	9	11	-4	3
COc1ccc(C(CNC(=O)c2ccc(NS(=O)(=O)c3ccc4c(c3)OCCO4)cc2)N(C)C)cc1 (centres undefined)	0	1.5	26	-8	15	-7	1	0
CC1CCCN(C(=O)C(C)Nc2cc(Cl)ccc2N2CCOCC2)C1 (centres undefined)	0	1.0	-2	15	26	15	29	4

Reprinted from the part before: two compounds, then new ones.
SMILES	UPR XBP1 act	UPR CHOP act	Jurkat NFkB inh	tim23-1 inh	Mdm2 MdmX PPI	tim10-1 inh	TIM10 inh	697 NFkB inh
COc1ccc(C(CNC(=O)c2ccc(NS(=O)(=O)c3ccc4c(c3)OCCO4)cc2)N(C)C)cc1 (centres undefined)	0	1.5	26	-8	15	-7	1	0
CC1CCCN(C(=O)C(C)Nc2cc(Cl)ccc2N2CCOCC2)C1 (centres undefined)	0	1.0	-2	15	26	15	29	4
O=C(Nc1ccc(S(=O)(=O)N2CCCCCC2)cc1)c1ccc(Br)o1	0	2.3	-7	40	13	40	56*	-43
CCCCOC(=O)CNc1nnc(SCC(=O)OCC)[nH]c1=O	3	1.9	-2	-9	-7	3	-1	14
CC1CCN(c2ccc(-c3cccs3)nn2)CC1	-11	-8.7	31	68*	55*	37	38	-14
CC(NC(=O)c1cccc(S(=O)(=O)N(C)C)c1)C1CC2CCC1C2 (centres undefined)	1	1.7	-18	27	5	23	24	-16
O=C(Cc1ccc(Cl)cc1Cl)OCC(=O)c1ccc[nH]1	3	0.4	-14	4	2	-2	21	-10
COC(=O)c1cn(Cc2cc(OC)ccc2OC)cc(F)c1=O	-5	-0.1	11	10	6	3	6	10
COc1ccccc1-c1c(-c2ccc(O)cc2O)n[nH]c1C(F)(F)F	-1	-2.2	34	-1	6	-1	14	-48
O=C(Nc1nc(-c2ccccc2)cs1)Nc1ccc(F)cc1F	5	5.1	-3	18	45	32	22	-11
NC(=O)CC[C@@H]1NC(=O)[C@H](CO)NC(=O)c2cc([N+](=O)[O-])cc(I)c2OCC[C@@H](C(N)=O)NC1=O	4	-0.8	7	18	-12	6	-2	12
COc1cccc(CN2C(=O)c3ccccc3S2(=O)=O)c1	2	0.5	-2	16	-24	0	0	5
COc1cccc(NC(=O)CSc2nnc(Cn3c(=O)sc4ccccc43)n2C)c1	-2	0.0	6	4	-13	-2	-5	0
COc1ccc2nc(NC(=O)Cn3cnc4ccccc4c3=O)sc2c1	-2	2.4	-20	-15	-13	-8	-18	-18
O=C(N/N=C/C(Cl)=C/c1ccc([N+](=O)[O-])cc1)C(=O)Nc1ccccc1C(=O)O	-2	-1.4	9	31	11	7	5	-1
O=C(NN1CCOCC1)c1ccc(Cl)cc1[N+](=O)[O-]	-7	2.3	-6	14	-4	-6	18	6
CN(C1CCCCC1)S(=O)(=O)c1ccc(-c2ccccn2)s1	-2	2.2	-2	42	-13	38	37	-1
COc1cc(NC(=O)c2cc(Br)cc(C)c2OC)ccc1NC(=O)C(C)C	-5	-0.5	2	34	-9	11	-1	13
O=C(COc1ccc(-c2nnco2)cc1)NC1CCS(=O)(=O)C1 (centres undefined)	-3	1.9	-8	-1	12	-10	7	10
COc1ccccc1OCCC(=O)OCC(=O)Nc1ccc2c(c1)OCCO2	-3	-0.3	11	12	-4	12	0	-2
Cc1cn(S(=O)(=O)c2cc(Br)ccc2Br)cn1	1	-0.5	-4	5	4	14	14	22
Cc1nn(Cc2ccc(F)cc2)c(C)c1NC(=O)c1cc(-c2ccc3c(c2)OCO3)on1	0	3.9	27	-3	1	22	-8	13

Ordered by value in UPR XBP1 act (largest number first): seven of the compounds above
Compound	UPR XBP1 act
O=C(Nc1nc(-c2ccccc2)cs1)Nc1ccc(F)cc1F	5
CC(NC(=O)c1cccc(S(=O)(=O)N(C)C)c1)C1CC2CCC1C2 (centres undefined)	1
O=C(Nc1ccc(S(=O)(=O)N2CCCCCC2)cc1)c1ccc(Br)o1	0
COc1ccccc1-c1c(-c2ccc(O)cc2O)n[nH]c1C(F)(F)F	-1
COc1cccc(NC(=O)CSc2nnc(Cn3c(=O)sc4ccccc43)n2C)c1	-2
O=C(COc1ccc(-c2nnco2)cc1)NC1CCS(=O)(=O)C1 (centres undefined)	-3
O=C(NN1CCOCC1)c1ccc(Cl)cc1[N+](=O)[O-]	-7

The listing continues:
SMILES	UPR XBP1 act	UPR CHOP act	Jurkat NFkB inh	tim23-1 inh	Mdm2 MdmX PPI	tim10-1 inh	TIM10 inh	697 NFkB inh
COc1ccc2c(c1)O[C@H](c1ccc3c(c1)OCO3)[C@@H](OC(=O)N[C@H](C)C1CCCCC1)C2=O	21	3.6	11	23	59*	18	17	19
Cc1ccc(NS(=O)(=O)c2c(C)nc3sccn3c2=O)cc1C	1	-1.7	-17	3	11	3	4	-23
CCCCN(CCCNC(=O)CN1C(=O)COc2ccc(S(=O)(=O)N3CCC(C)CC3)cc21)Cc1ccccc1	-3	2.1	-1	-6	48	-6	2	-2
CC(C)NS(=O)(=O)c1ccc(OCC(=O)Nc2ccc3c(c2)OCCO3)cc1	-3	-1.0	-12	24	7	16	15	1
Cc1cccc(C)c1OCc1cc(C(=O)NC2CCC2)no1	7	1.2	-14	3	-33	20	-2	6
CCCCC(CC(O)COCCC)c1n[nH]c(=S)n1-c1ccccc1 (centres undefined)	-1	-0.2	-2	7	-12	11	10	9
Cc1ccc(-c2noc(C3CCN(S(=O)(=O)c4ccc5c(c4)OCCO5)CC3)n2)o1	0	-2.3	15	21	26	10	19	-18
Cc1ccc(C(=O)Cn2c(NCCO)nc3ccccc32)cc1	-1	1.2	-11	0	-5	2	-1	17
Cc1ccnc(NC(=O)c2ccc(S(=O)(=O)N3CCCC3)cc2)c1	2	2.1	2	13	-39	13	12	4
O=C(CN1C(=O)c2ccccc2S1(=O)=O)NCCSCc1cccc(Cl)c1	-3	0.0	0	2	17	1	1	9
COc1ccccc1CC(=O)N(Cc1ccccc1)c1cccc(C)c1	-2	1.6	-11	17	-6	20	7	3
Cc1ccccc1CN1CCC(C(=O)Nc2ccc(Oc3cccnc3)cc2)CC1	-3	2.5	10	-12	12	8	16	1

Entries listed so far shown as hits in Mdm2 MdmX PPI.
SMILES,UPR XBP1 act,Jurkat NFkB inh,Mdm2 MdmX PPI,697 NFkB inh
CC1CCN(c2ccc(-c3cccs3)nn2)CC1,-11,31,55*,-14
COc1ccc2c(c1)O[C@H](c1ccc3c(c1)OCO3)[C@@H](OC(=O)N[C@H](C)C1CCCCC1)C2=O,21,11,59*,19
